# Source: PubChem
# All columns: NCI-60 one-dose screen, growth in % after 48 h at 10 µM unless noted; 100 = growth as untreated, 0 = no growth, -100 = all killed.
# K-562 = K-562 leukemia. hit rate 7.4% among 78,000
# T-47D = T-47D breast cancer; hit rate 5% among 79,000
# HS 578T = HS 578T breast cancer; hit rate 4.1% among 78,000; AID 1794788
# MDA-MB-231 = MDA-MB-231 breast cancer; hit rate 5% among 81,000
# LOX IMVI = LOX IMVI melanoma; hit rate 7.4% among 79,000
# BT-549 = BT-549 breast cancer. hit rate 4.4% among 78,000. AID 1794793
# MDA-MB-468 = MDA-MB-468 breast cancer | hit rate 8.5% among 78,000 | AID 2202374
# MCF7 = MCF7 breast cancer; hit rate 6.3% among 82,000
# * marks the source's active call; other numbers are inactive results; · = no result given; [ ] = another dose, or the depositor's remark. The calls were made as follows: active = growth percent below 10; inactive = the rest.
SMILES,K-562,T-47D,HS 578T,MDA-MB-231,LOX IMVI,BT-549,MDA-MB-468,MCF7
COc1cc(C2NC(=O)C(C#N)=C(Nc3cccc(C)c3)S2)ccc1O (stereo not drawn),94,93,97,99,99,101,97,93
CCOC(=O)C12CCCC1=CC(=O)CC2 (stereo not drawn),89,·,98,111,100,110,110,101
COC1OC(COS(=O)(=O)c2ccc(C)cc2)C2OC(C)(C)OC12 (stereo not drawn),114,94,151,109,101,83,93,89
COC(=O)/C=C1\SC(=Nc2ccc(F)cc2)N(CCc2c[nH]c3ccccc23)C1=O,88,91,108,97,90,88,125,75
Cc1nc2sccn2c(=O)c1CCN1CCC(=C(c2ccc(F)cc2)c2ccc(F)cc2)CC1,92,98,102,76,100,96,100,·
CCCC(C)(C)COC(=O)c1cccc(N)c1,87,92,99,106,101,80,109,92
C=CC1CCC(C=C)C(C=C)C1 (stereo not drawn),93,107,109,110,101,94,·,99
NC(N)=NS(=O)(=O)c1ccc(N=Nc2c(N)[nH][nH]c2=O)cc1,112,103,105,102,99,152,99,94
O=C(/C=C(O)/C=C/c1ccc2[nH]ccc2c1)/C=C/c1ccc2[nH]ccc2c1,41,68,106,79,82,84,89,50
CCC(=O)OCCNC(=O)/C=C/c1ccc(OC)cc1,103,84,90,107,93,89,101,92
CNCCNc1nc2ccccc2c2c(=O)c3cccc(C)c3sc12,-53*,49,62,-18*,-86*,76,-15*,-66*
COC(=O)c1ccc2c(c1)C(=O)N(CCc1ccc(S(N)(=O)=O)cc1)C2=O,·,112,94,100,96,107,89,95
O=C(N/N=C\c1ccc(O)c(S(=O)(=O)O)c1)N/N=C/c1ccc(O)c(S(=O)(=O)O)c1,95,89,105,101,98,100,99,101
N#Cc1c(NC(=O)c2cccs2)[n+]([O-])c2ccc(F)cc2[n+]1[O-],91,77,·,87,90,100,·,86
CC(C)CNCC(O)Cc1ccccc1 (stereo not drawn),88,90,97,115,95,73,101,95
NC/C(=C/F)COc1ccc2nc(N3CCOCC3)oc2c1,108,109,102,78,96,·,113,98
CC(C)c1ccc(O)c(=O)cc1,61,87,98,76,57,99,94,81
COc1ccc(C(=O)CSc2nc(-c3ccc(OC)cc3)cn2-c2ccc(Cl)cc2)cc1,100,99,76,101,101,96,93,94
CC1(C)OC(=O)C(=Cc2ccccc2F)C(=O)O1,110,111,96,102,101,95,87,97
Cn1cc(Nc2nccc(-c3ccc(N4CCCC4)c(C#N)c3)n2)cn1,9.7*,·,33,64,33,38,62,27
COc1ccc2c(c1)cn1c3ccc(O)cc3nc(N)c21,11,37,·,24,24,·,14,17
Cc1cc2nc3c4cc([N+](=O)[O-])cc([N+](=O)[O-])c4n(CCN(C)C)c3nc2cc1C,62,74,90,77,·,91,104,63
O=C1/C=C/[C@@H](O)[C@@H]2C[C@@H](O)C[C@H]2/C=C/CCCCO1,14,-11*,23,-21*,1.6*,45,-36*,-48*
CCC/C=C(\C#N)C(=O)OC,115,93,110,105,97,102,95,97
CCCCCCCCCCC(CN(C)C)C(=O)c1ccccc1 (stereo not drawn),67,76,79,64,83,76,83,77

# Profiles as entered above. Values in the order: K-562	T-47D	HS 578T	MDA-MB-231	LOX IMVI	BT-549	MDA-MB-468	MCF7
# Cn1cc(Nc2nccc(-c3ccc(N4CCCC4)c(C#N)c3)n2)cn1 reads 9.7*	·	33	64	33	38	62	27
# CC1(C)OC(=O)C(=Cc2ccccc2F)C(=O)O1 reads 110	111	96	102	101	95	87	97

# For convenience, part of the list above.
SMILES,K-562,T-47D,HS 578T,MDA-MB-231,LOX IMVI,BT-549,MDA-MB-468,MCF7
COc1cc(C2NC(=O)C(C#N)=C(Nc3cccc(C)c3)S2)ccc1O (stereo not drawn),94,93,97,99,99,101,97,93
CCOC(=O)C12CCCC1=CC(=O)CC2 (stereo not drawn),89,·,98,111,100,110,110,101
COC1OC(COS(=O)(=O)c2ccc(C)cc2)C2OC(C)(C)OC12 (stereo not drawn),114,94,151,109,101,83,93,89
COC(=O)/C=C1\SC(=Nc2ccc(F)cc2)N(CCc2c[nH]c3ccccc23)C1=O,88,91,108,97,90,88,125,75
Cc1nc2sccn2c(=O)c1CCN1CCC(=C(c2ccc(F)cc2)c2ccc(F)cc2)CC1,92,98,102,76,100,96,100,·
CCCC(C)(C)COC(=O)c1cccc(N)c1,87,92,99,106,101,80,109,92
C=CC1CCC(C=C)C(C=C)C1 (stereo not drawn),93,107,109,110,101,94,·,99
NC(N)=NS(=O)(=O)c1ccc(N=Nc2c(N)[nH][nH]c2=O)cc1,112,103,105,102,99,152,99,94
O=C(/C=C(O)/C=C/c1ccc2[nH]ccc2c1)/C=C/c1ccc2[nH]ccc2c1,41,68,106,79,82,84,89,50
CCC(=O)OCCNC(=O)/C=C/c1ccc(OC)cc1,103,84,90,107,93,89,101,92
CNCCNc1nc2ccccc2c2c(=O)c3cccc(C)c3sc12,-53*,49,62,-18*,-86*,76,-15*,-66*
COC(=O)c1ccc2c(c1)C(=O)N(CCc1ccc(S(N)(=O)=O)cc1)C2=O,·,112,94,100,96,107,89,95
O=C(N/N=C\c1ccc(O)c(S(=O)(=O)O)c1)N/N=C/c1ccc(O)c(S(=O)(=O)O)c1,95,89,105,101,98,100,99,101
N#Cc1c(NC(=O)c2cccs2)[n+]([O-])c2ccc(F)cc2[n+]1[O-],91,77,·,87,90,100,·,86
CC(C)CNCC(O)Cc1ccccc1 (stereo not drawn),88,90,97,115,95,73,101,95
NC/C(=C/F)COc1ccc2nc(N3CCOCC3)oc2c1,108,109,102,78,96,·,113,98

# The results go on:
SMILES,K-562,T-47D,HS 578T,MDA-MB-231,LOX IMVI,BT-549,MDA-MB-468,MCF7
CCN(CC)CCNc1ccc(CO)c2sc3ccccc3c(=O)c12,63,48,65,50,28,70,-41*,·
O=S(=O)(Nc1ncccn1)c1ccc(-n2c(-c3ccccc3)nc(-c3ccccc3)c2-c2ccccc2)cc1,93,52,81,88,86,69,86,71
N#CCC(N)=C(C#N)C#N,104,113,109,107,96,104,117,84
O=S(=O)(NC1CCCCC1)c1ccc2c(c1)C(Br)c1cc(S(=O)(=O)NC3CCCCC3)ccc1-2,95,103,·,·,·,104,105,92
c1cnc2nc3c(cc2c1)oc1ccccc13,92,100,102,86,98,99,81,87
CC1COc2c(N3CCN(C)CC3)c(F)cc3c(=O)c(C(=O)NNC(=S)Nc4ccc(Cl)cc4Cl)cn1c23 (stereo not drawn),88,92,114,105,131,109,80,86
Fc1ccc(NC(c2ccc(OC(F)F)c(OC3CC3)c2)c2nnnn2C2CCCCC2)cc1 (stereo not drawn),55,44,86,70,83,84,67,48
C#CCn1cnc2cnc(Nc3cccc(NC(=O)CCl)c3)nc21,4.5*[6.25 µM],5.4*[6.25 µM],10[6.25 µM],15[6.25 µM],-49*[6.25 µM],3.3*[6.25 µM],-17*[6.25 µM],-6.5*[6.25 µM]
CCc1cccc(CC)c1NC(=S)N/C=C(\C#N)S(=O)(=O)c1ccc(C)cc1,101,81,93,104,96,97,110,95
CC(C)NCC(O)COc1ccc(CC(N)=O)cc1 (stereo not drawn),97,99,104,103,98,97,102,98
COc1ccc2oc(=O)cc(-c3nc(-c4ccccc4)c(-c4ccccc4)n3S(=O)(=O)c3ccc(C)cc3)c2c1,102,75,108,64,94,99,86,82
O=C(Nc1ccc2ncnc(NNc3nc4ccccc4s3)c2c1)c1ccccc1,39,61,74,77,54,83,80,53
COc1ccc(/C=C/C(=O)c2cccc(Nc3nc(Cl)nc4cc(OC)c(OC)cc34)c2)cc1,65,92,104,77,·,83,101,41
Cc1ccc(C)c(Oc2c(-c3nc4ccccc4[nH]3)c(C)nn2-c2ccccc2)c1,71,72,·,78,88,99,83,95
CC(C)(C)Nc1c(-c2c3ccccc3cc3ccccc23)nc2ccccn12,42,·,72,81,86,92,68,74
COc1ccc2cc(C(=O)c3cn(-c4ccc(C)cc4)nc3C(C)=O)ccc2c1,·,85,74,86,77,93,78,65
CCOC(=O)c1cnc(=S)[nH]c1N,99,108,103,111,102,·,105,100
N#CCCN(CCc1ccccc1)C(=O)C(Cl)Cl,119,122,111,105,102,127,93,100
CC(=O)Cn1c(CN2CCN(C)CC2)nc2ccccc2c1=O,·,105,115,97,96,114,·,114
O=C(N/N=C/c1ccc2c(c1)CCC2)c1cccc([N+](=O)[O-])c1,83,103,104,81,91,100,91,92
N#Cc1ccc(Nc2cc(Cl)nc(N)n2)cc1,94,90,114,98,102,91,94,97
O=[N+]([O-])c1cc(I)c(Br)c(I)c1,64,86,103,·,88,94,92,86
COc1cc(/C=C/C(=O)c2ccc(NC(=O)CN3CCN(c4cc5c(cc4F)c(=O)c(C(=O)O)cn5C4CC4)CC3)cc2)cc(OC)c1OC,1.7*,18,77,28,-55*,-87*,-1.8*,26
Nc1ccc(C2=CC(c3ccc(Cl)cc3)N3C=CSC3=N2)cc1 (stereo not drawn),3.2*,-11*,17,-14*,-83*,-51*,-77*,-32*
C=C(C)[C@@H]1CC=C2c3sc(Cc4ccccc4)nc3C[C@@H](C)[C@]2(C)C1,69,73,96,97,94,119,102,86
# Later entries:
SMILES,K-562,T-47D,HS 578T,MDA-MB-231,LOX IMVI,BT-549,MDA-MB-468,MCF7
CCCCc1c(Nn2cnnn2)no[n+]1[O-],28,51,59,49,·,49,49,24
N#Cc1c(Nc2ccc(F)cc2F)n[nH]c1-c1cccs1,97,78,93,92,96,92,82,85
Cc1c(Cl)cc(N2C(=O)c3cccc4cccc(c34)C2=O)cc1Cl,104,97,98,104,103,98,131,101
COc1ccc(C=Nc2c(C(=O)Nc3cccc(Cl)c3C)sc3nc(C)c(C(=O)/C=C/c4ccc(OC)cc4)cc23)cc1,17,24,-1.9*,2.5*,19,40,17,12
Cc1cc(O)c(Br)cc1C,114,110,109,98,98,109,92,98
CC(C)c1ccc(C(=O)OCCc2ccccc2)cc1,90,109,110,115,96,101,104,95
C[Si](C)(Oc1ccc(Cl)cc1)Oc1ccc(Cl)cc1,97,93,·,107,97,89,102,86
O=C(Nc1ccc(Cl)cc1C(=O)Nc1ccncc1)c1ccc(Cl)cc1Cl,67,89,90,95,12,88,88,104
CC(C)c1cccc(OCC(=O)O)c1OCC(=O)O,104,74,98,104,97,103,99,98
O=C(CCCn1c(O)c(/C=C2\C=Nc3ccccc32)sc1=S)NCCc1c[nH]c2ccccc12,47,71,85,93,93,92,86,94
COc1ccc(CC(=O)c2ccc(O)cc2O)cc1,99,182,108,117,108,·,·,108
Cc1ccc2oc(=O)cc(C3=NCCc4c3[nH]c3ccccc43)c2c1,70,64,85,67,·,90,101,64
CC(=O)OC1=C2C(C[C@H]3[C@@H]4CC[C@@H]5C[C@H](O)CC[C@]5(C)[C@H]4C(=O)C[C@]23C)C(C(=O)O)=C(C(=O)O)C1 (stereo partly drawn),·,·,106,102,100,117,98,102
CN(C)c1ccc(Nc2c3ccccc3nc3cc(NC(=O)CCN4CCCC4)ccc23)cc1,-4.4*,12,20,-38*,-75*,24,-75*,-22*
OC1CCN(CCCOc2c3ccccc3nc3c2oc2ccc(Cl)cc23)CC1,3.2*,36,32,17,-74*,57,-8.4*,3.0*
CC(C)(C)SC(C)(C)C,122,111,92,99,97,100,90,96
Fc1ccc(-n2cc(COc3ncnc4sc5c(c34)CCCC5)nn2)cc1,99,100,103,106,97,104,98,95
Cc1nc(-c2cc3ccccc3oc2=O)ccc1C(=O)/C=C/c1cccs1,90,78,99,93,90,109,92,72
CCSC1=Nc2c(c(-c3ccccc3)cn2-c2ccc(C)cc2)C2=NCCN12,80,93,95,89,90,105,105,90
CCOC(=O)c1[nH]nc2c1C1(C(=O)Nc3ccc(Br)cc31)C(C#N)=C(N)O2 (stereo not drawn),110,96,94,98,97,105,103,95
CCOC(=O)c1ccc2nc(-c3c(C)nn(-c4ccccc4)c3N3CCCCC3)[nH]c2c1,87,75,·,81,92,94,101,90
COc1ccc2c(c1)C(=C(C#N)C#N)C=CN2C,99,98,94,97,96,94,104,99
COc1ccc(C(=O)Cn2c(=O)cc(C#N)c3c4cccnc4ccc32)cc1,93,98,102,91,93,89,92,94
CCCCCCCC/C=C\CCCCCCCCOc1cccc(CC(=O)NCC[N+]2(C)CCCC2)c1,60,·,78,82,87,115,72,73
Clc1ccc(C=C2c3ccccc3-c3ccccc32)cc1,88,86,·,101,95,115,104,82
